CSN inh – CSN deneddylation inhibition; Purified CSN, SCF-Nedd8-OG deneddylation, fluorescence polarization; inhibition, % at 12.5 µM; 0.38% of 360,000 active;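 active = pattern-corrected inhibition above about 35%, with an unprinted fluorescence ratio check between 0.5 and 1.5, limit read from the data, passing the limit was not always enough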;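 note: 0% = enzyme with substrate and 100% = substrate without enzyme; some results filed as inactive read as strong as hits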
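assay system = purified human Csn5 enzyme expressed in HEK293T cells | amount = 0.24 nM enzyme | buffer or medium = Tris/NaCl/DTT buffer, pH 7.5 | reagent = 10 nM SCFSkp2-Nedd8OG | compound = one concentration, 12.5 µM, 0.25% DMSO | times = 90 min reaction at room temperature | signal = FP | read-out basis = % inhibition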
SUMO1 PPI mod – modulators of human SUMO1-mediated protein-protein interactions. inhibition, % at 20 µM. SUMO1 binding to a labelled peptide, TR-FRET, 1 h. AID 602429. P63165. 0.33% of 360,000 active; in the data active = inhibition above about 37%
STEP block – inhibitors of human striatal-enriched phosphatase STEP | P54829 | recombinant STEP, OMFP fluorogenic substrate, fluorescence | inhibition, % at 20 µM | 0.25% of 360,000 active;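 active = inhibition at 20 µM, scaled per plate between control wells, above about 37%, limit read from the data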;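 note: 0% = DMSO with enzyme and substrate and 100% = substrate only without enzyme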
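System: STEP (striatal-enriched tyrosine phosphatase) enzyme, cell-free; medium: Bis-Tris pH 6.0 buffer with DTT, detergent; dosing: 20 µM, 1% DMSO; times: reaction 20 min, ambient temperature; detection: fluorescence, 480/540 nm; read-out basis: normalized % inhibition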
Rpn11 block – blocks the human proteasome subunit Rpn11 | O00487 | human 26S proteasome, Ub4-pepOG fluorescence polarization; 20S core pre-blocked with epoxomicin | calls only at 20 µM | 0.59% of 360,000 active | AID 588493;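 active = inhibition at 20 µM, scaled to each plate's controls, above about 33%, limit read from the data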
Target sequence (O00487 whole entry, looked up): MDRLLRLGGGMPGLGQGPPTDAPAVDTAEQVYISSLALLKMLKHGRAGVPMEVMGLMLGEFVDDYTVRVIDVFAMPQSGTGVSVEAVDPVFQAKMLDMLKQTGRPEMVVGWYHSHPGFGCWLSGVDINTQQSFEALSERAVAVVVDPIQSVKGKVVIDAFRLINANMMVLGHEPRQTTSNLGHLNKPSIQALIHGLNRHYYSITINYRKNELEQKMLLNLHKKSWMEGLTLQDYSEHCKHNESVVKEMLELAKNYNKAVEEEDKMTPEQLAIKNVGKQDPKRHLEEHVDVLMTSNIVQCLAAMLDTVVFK
Rin1-Abl PPI inh – human Rin1-Abl interaction inhibition | 0.4% of 360,000 active | P00519+Q13671 | inhibition, % at 7.35 µM | TR-FRET Rin1/Abl binding, biochemical; in the data active = inhibition above about 5%, passing the limit was not always enough
NadD inh – inhibitors of Staphylococcus aureus NadD; 0.78% of 360,000 active; purified NadD enzyme, colorimetric absorbance read-out; inhibition, % at 20 µM; in the data active = inhibition above about 26%; note: some compounds past the cut are filed as inactive
LMPTP block – blocks human LMPTP phosphatase | P24666 | 0.22% of 360,000 active | recombinant LMPTP-A, OMFP fluorogenic substrate, fluorescence intensity | inhibition, % at 20 µM;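 active = compounds that cut the enzyme signal by at least half of the control window in the single-dose screen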;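 note: plate controls were DMSO wells with enzyme plus substrate for no effect and substrate without enzyme for full effect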
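Test system: LMPTP-A, protein tyrosine phosphatase of low molecular weight; Input: 0.625 nM enzyme; Incubation: 50 min dark incubation at room temperature; Signal: endpoint fluorescence intensity from OMFP dephosphorylation; Read-out basis: % inhibition versus control wells.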
Scp-1 inhibitor – inhibitors of human Scp-1 phosphatase. Q9GZU7. Recombinant Scp1, phosphopeptide, malachite green phosphate absorbance. inhibition, % at 20 µM. 0.88% of 340,000 active;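 active = inhibition above about 50% at 20 µM, limit read from the data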;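 note: plate controls were DMSO wells with enzyme for no effect and wells lacking enzyme for full effect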
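Assay system: SCP-1 catalytic fragment, aa 76-261 | Buffer or medium: Tris acetate buffer pH 5.5 with MgCl2 and Tween-20 | Compound: One concentration, 20 µM, with 1.0% DMSO | Also added: Phospho 17-mer peptide substrate | Signal: Absorbance at 630 nm | Incubation: 45 min enzyme reaction at room temperature | Measure: % inhibition of SCP-1 phosphate liberation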
Neddyl block – blocks human cullin neddylation; TR-FRET cullin neddylation, biochemical; P61081+Q13564; 0.58% of 360,000 active; calls only at 25 µM; in the data active = inhibition above about 36%
Target sequence (P61081 whole entry, looked up): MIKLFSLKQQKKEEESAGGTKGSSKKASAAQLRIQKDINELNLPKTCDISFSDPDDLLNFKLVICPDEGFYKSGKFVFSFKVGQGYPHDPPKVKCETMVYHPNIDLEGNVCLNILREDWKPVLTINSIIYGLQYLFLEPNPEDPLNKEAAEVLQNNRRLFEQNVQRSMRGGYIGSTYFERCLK
Target sequence (Q13564 whole entry, looked up): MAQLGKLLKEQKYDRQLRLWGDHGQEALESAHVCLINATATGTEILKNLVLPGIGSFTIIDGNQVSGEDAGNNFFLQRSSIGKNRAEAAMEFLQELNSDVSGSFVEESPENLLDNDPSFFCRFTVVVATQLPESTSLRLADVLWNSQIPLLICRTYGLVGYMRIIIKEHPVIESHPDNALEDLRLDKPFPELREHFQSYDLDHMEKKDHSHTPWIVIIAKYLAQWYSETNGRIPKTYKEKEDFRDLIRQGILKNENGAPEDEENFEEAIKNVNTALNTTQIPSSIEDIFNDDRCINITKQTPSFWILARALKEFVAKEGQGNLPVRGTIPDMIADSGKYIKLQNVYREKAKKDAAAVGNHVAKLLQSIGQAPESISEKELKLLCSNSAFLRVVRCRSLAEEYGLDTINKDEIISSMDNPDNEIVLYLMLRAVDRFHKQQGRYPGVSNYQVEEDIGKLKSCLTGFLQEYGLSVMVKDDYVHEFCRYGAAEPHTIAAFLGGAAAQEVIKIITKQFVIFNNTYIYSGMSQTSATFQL
DNMT1 block – DNMT1 (human) enzyme inhibition; DNMT1 molecular beacon, Hinp1I cleavage, fluorescence; inhibition (reported as % activation of signal), % at 10 µM; 0.83% of 360,000 active; in the data active = inhibition above about 50%
* = called active by the depositor; i = inactive; nt = not tested or not shown; & = joins results of further samples.

SMILES	CSN inh	SUMO1 PPI mod	STEP block	Rpn11 block	Rin1-Abl PPI inh	NadD inh	LMPTP block	Scp-1 inhibitor	Neddyl block	DNMT1 block
CC(C)Cc1ccc(C(C)/C=C2/CCC(CN3CCCCC3)C2=O)cc1 (stereo not given)	12	-1	0	i	1	17	-0.7	-5	i	33
CC1Cc2[nH]c(=S)[nH]c(=O)c2C(C)O1 (stereo not given)	0	1	nt	nt	nt	1	-1.9	nt	i	nt
O=C(COc1ccccc1F)NNC(=O)c1cccc(-n2cccc2)c1	-3	-4	-2	i	-3	-5	-0.1	-2	i	2
O=C(CN1C(=O)NC2(CCCc3ccccc32)C1=O)NCCc1ccc(F)cc1 (stereo not given)	0	4	-3	i	-2	-1	-0.2	-13	i	-1
S=C(Nc1ccccc1Cl)NC1CCCCCC1	3	4	-2	i	3	2	0.7	-14	i	0
O=C(CSc1ncnc2c1oc1ccccc12)Nc1ccccc1C(F)(F)F	5	i	0	i	-115	-9	1.3	4	nt	0
COC(=O)c1c(CSc2ccc(Cl)cc2)noc1C(=O)NCc1ccco1	2	3	-1	i	2	-6	0.7	-11	i	3
O=S(=O)(c1ccc(NCC2CCCCC2)nc1)N1CCOCC1	3	-2	-3	i	0	9	-0.1	0	i	-1
CCC1CCCCN1C(=O)COC(=O)c1cc(=O)[nH]c2ccccc12 (stereo not given)	-4	-33	-2	i	0	1	0.1	-2	i	-4
c1cncc(Nc2nc(-c3cccnc3)cs2)c1	1	-3	2	i	-3	-6	0.9	-6	i	4
COc1ccc(S(=O)(=O)NC(C)C(=O)N2CCCC2)cc1C (stereo not given)	0	2	-5	i	0	-6	-2.6	3	i	-6
COc1ccc(CNC(=O)C2CCC(CNc3c(N4CCOCC4)c(=O)c3=O)CC2)cc1 (stereo not given)	-3&-2	-15&7	-2&2	i	2&1	-1&-4	-0.8&-0.1	-10&-13	i	-2&0
COc1cccc(CNC(=O)Cn2ccc3cc(S(=O)(=O)N4CCCCCC4)ccc32)c1	1	1	-2	i	1	-12	0.6	-3	i	-3
C[C@H]1Cn2cnc(C(=O)N[C@@H](Cc3c[nH]c4ccccc34)C(=O)OC(C)(C)C)c2C(=O)N1	2	-3	-1	i	-4	14	0.6	nt	i	4
CCN(CC)CCNC(=O)C(=O)NCC1OCCN1S(=O)(=O)c1ccc([N+](=O)[O-])cc1 (stereo not given)	-9	-26	-1	i	-2	0	-3.9	-7	i	-4
CC(C)c1ccc(OCC(=O)Nc2cccc3c2CCCC3)cc1	0	0	0	i	2	1	4.3	-7	i	14
O=C(CSc1nnc(-c2ccc(F)cc2)o1)Nc1ccccc1N1CCOCC1	1	-2	-3	i	1	0	-1.1	0	i	3
Cc1n[nH]c(=S)n1/N=C/c1ccc(Br)o1	1	-6	-4	i	2	3	-3.9	-13	i	4
COc1cc(NC(=O)COc2cc(O)c3c(c2)OC(C)(C)CC3=O)cc(OC)c1OC	-6	2	2	i	0	1	-0.2	-4	i	2
CC1CCc2c(sc(NC(=O)Cn3nc(C(F)(F)F)c4c3CCCCC4)c2C#N)C1 (stereo not given)	4	-3	4	i	0	2	1.7	-4	i	8
Cc1ccc2c(c1)c1c(n2CC(O)Cn2ccnc2C)C(=O)CCC1 (stereo not given)	-4	-9	4	i	-3	-5	15	3	nt	-11
CCC(C)CCN1CCN=C1Nc1ccccc1 (stereo not given)	2	0	2	i	1	-3	-3.6	-5	i	3
CC(C)[C@H](NC(=O)NC1CCN(Cc2ccccc2)CC1)C(=O)O	3	0	2	i	-4	-6	-2.5	-4	i	0
NS(=O)(=O)c1ccc(CCNC(=O)COC(=O)Cc2c(F)cccc2Cl)cc1	1	-2	-2	i	0	-8	-0.7	-2	i	3
Cc1ccc(S(=O)(=O)N2CCN(Cc3csc(C)n3)CC2)cc1	1	2	0	i	1	-2	-1.5	-7	i	3
Further entries follow:
SMILES	CSN inh	SUMO1 PPI mod	STEP block	Rpn11 block	Rin1-Abl PPI inh	NadD inh	LMPTP block	Scp-1 inhibitor	Neddyl block	DNMT1 block
COc1ccc(N(C(=O)c2cccnc2)S(=O)(=O)c2ccc(OC)c(OC)c2)cc1	5	4	-1	i	3	-2	-1.3	3	i	1
Cc1c(NC(=S)NC(=O)c2cccc([N+](=O)[O-])c2)c(=O)n(-c2ccccc2)n1C	1	-22	-1	i	2	-4	0.0	3	i	1
Cc1ccc(OCCn2cc(/C=C(\C#N)C(=O)NCC3CCCO3)c3ccccc32)cc1C (stereo not given)	-15	-2	-1	i	0	0	5.4	-8	i	-8
Cc1ccccc1CCN(C(=O)c1csnn1)C(C(=O)NC1CCCC1)c1ccncc1 (stereo not given)	0	-1	1	i	3	-5	-0.7	5	i	2
Cc1cc(C(=O)N2CCC2(C)C(=O)NCc2cccc3ccccc23)nn1C (stereo not given)	-4	-2	-1	i	-1	0	-2.3	nt	i	7
CC(=O)c1c(C(C)=O)c(C)n(-c2cccc([N+](=O)[O-])c2)c1C	0	-17	-3	i	1	4	-2.3	3	i	2
O=C(O)CCC(=O)Nc1ccccc1Oc1ccccc1	-16	0	0	i	3	0	0.5	-5	i	1
COc1ccc(C2SCCN2C(=S)Nc2cccc(C(F)(F)F)c2)cc1 (stereo not given)	2	-3	-2	i	-2	-3	-1.3	-5	i	3
CCOC(=O)N1CCN(C(=O)/C(=C/c2ccc(Cl)cc2)NC(=O)c2ccccc2)CC1	-1	-4	-1	i	1	0	1.3	5	i	2
O=C(NCCc1ccccc1)C(NS(=O)(=O)c1cccc2nsnc12)c1ccccc1 (stereo not given)	1	-19	-2	i	0	-2	-0.7	-3	i	11
O=C(C1=NN[C@@H]2C(=O)N(c3cccc(C(F)(F)F)c3)C(=O)[C@H]12)c1ccc2ccccc2n1	-2	-16	0	i	1	13	-1.0	-5	i	20
COc1cccc(NC(=O)CN2CCCCCC2)c1	-2	5	-3	i	-1	-2	-2.9	-5	i	4
Cc1ccc(NC(=O)/C(=C\c2ccccc2)NC(=O)c2ccco2)cc1	3	-6	0	i	-4	-5	-1.3	-1	i	1
CCC1=NN(C(=O)c2cccc(Br)c2)C(O)(c2ccc(Br)cc2)C1 (stereo not given)	0	0	1	i	2	0	1.9	-6	i	0
O=C(CNC(=O)c1ccccn1)N/N=C/c1ccc2c(c1)OCO2	4	-6	1	i	-3	2	0.2	-7	i	4
COc1ccc(-c2csc(NC(=O)CS(=O)(=O)c3ccccc3)n2)cc1OC	-1	6	-2	i	4	2	0.6	nt	i	-8
CCn1ncc(/C=C/C(=O)Nc2c(C)nn(Cc3ccc(Cl)cc3Cl)c2C)c1C	0	7	0	i	-4	0	0.6	2	i	3
CCCc1cc(=O)oc2cc(OCC(=O)NC3CC(C)(C)NC(C)(C)C3)ccc12	0	2	-3	i	-1	-11	-0.7	-2	i	-2
COc1ccc(N=C(C)C2=C(O)COC2=O)cc1	0	-1	-2	i	0	3	-2.0	5	i	-2
COC(=O)CCC(=O)Nc1ccc(Cl)c(Cl)c1	-3	-6	-2	i	4	2	-0.1	-3	i	12
CC1CCN(C2=NC(=O)/C(=C/c3ccc(O)cc3)S2)CC1	6	-29	0	i	-3	-2	-1.6	-12	i	0
CCC1=C(OC(=O)c2ccccc2)C(C)(C)C(c2ccccc2)OC1=O (stereo not given)	1	0	8	i	0	-3	4.9	-8	i	-4
Cc1ccc(S(=O)(=O)N2CCC3(CC2)CC(=O)c2ccccc2O3)cc1	5	4	-1	i	0	-9	0.7	-9	i	1
C#CCOCCOCCOCCNc1nc(N2CCN(C(=O)CCCCCCCCCCNC(=O)[C@@H](CCC(=O)O)n3cc(CCCCCN)nn3)CC2)nc(N2CCN(C(=O)CCCCCCCCCCNC(=O)[C@H](CO)n3cc(CCCCCN)nn3)CC2)n1	2	-147	-1	i	6	0	-7.3	8	i	-56
O=C1/C(=C/c2cccc(Cl)c2)CSc2sccc21	-4	5	0	i	1	-4	2.2	-14	i	-1
More results follow:
SMILES	CSN inh	SUMO1 PPI mod	STEP block	Rpn11 block	Rin1-Abl PPI inh	NadD inh	LMPTP block	Scp-1 inhibitor	Neddyl block	DNMT1 block
Cc1nnc(-c2cccc(Br)c2)c2cn(-c3ccccc3)nc12	-76	-11	-21	nt	-5	14	3.8	-3	i	43
CN1CCN(Cc2cccc3ncccc23)CC1CCO (stereo not given)	-3	6	0	i	-1	-4	-0.7	-3	i	1
C=CCN1CN=C(NS(=O)(=O)c2ccc(NC(C)=O)cc2)NC1	3	2	2	i	3	-2	-1.1	-3	i	1
COc1ccc(-c2csc(C3=C(O)CN(Cc4ccc(Cl)cc4)C3=N)n2)cc1OC	1	4	-1	i	-4	18	3.3	-3	i	-2
CN(CCc1ccccc1)C(=O)c1ccc(NC(=O)Cc2cccc(NC(=O)C3CCN(C(=O)C4CCCC4)CC3)c2)cc1	5	3	3	i	12*	4	0.3	0	i	-2
Cc1nc(SCC(=O)c2ccc(Cl)s2)c2oc3ccccc3c2n1	5	1	-21	i	-4	0	3.7	-8	i	-2
CCOC(=O)NC1(NC2CCCCC2)Oc2ccccc2O1	-7	-3	-3	i	0	-3	-0.6	3	i	4
Cc1ccc(Cl)cc1NC(=O)CC(O)(C(F)(F)F)C(F)(F)F	-5	2	2	i	1	-6	1.6	-12	i	8
CC(=O)c1ccc(N2CCN(C(C)C(=O)Nc3ccc4c(c3)OCCO4)CC2)cc1 (stereo not given)	-1	11	0	i	4	0	0.1	-7	i	-2
O=c1[nH]c(-c2ccc(Cl)cc2)cs1	-2	-5	0	i	1	-9	-2.7	1	i	0
CCc1cc(=O)oc2cc(C)cc(OC(=O)c3ccco3)c12	5	-5	-5	i	1	4	-1.0	-11	i	3

Looked up one by one from the entries so far, seven records:
SMILES	CSN inh	SUMO1 PPI mod	STEP block	Rpn11 block	Rin1-Abl PPI inh	NadD inh	LMPTP block	Scp-1 inhibitor	Neddyl block	DNMT1 block
Cc1ccc2c(c1)c1c(n2CC(O)Cn2ccnc2C)C(=O)CCC1 (stereo not given)	-4	-9	4	i	-3	-5	15	3	nt	-11
COc1cccc(NC(=O)CN2CCCCCC2)c1	-2	5	-3	i	-1	-2	-2.9	-5	i	4
CCc1cc(=O)oc2cc(C)cc(OC(=O)c3ccco3)c12	5	-5	-5	i	1	4	-1.0	-11	i	3
CCC1CCCCN1C(=O)COC(=O)c1cc(=O)[nH]c2ccccc12 (stereo not given)	-4	-33	-2	i	0	1	0.1	-2	i	-4
O=C(O)CCC(=O)Nc1ccccc1Oc1ccccc1	-16	0	0	i	3	0	0.5	-5	i	1
CCOC(=O)N1CCN(C(=O)/C(=C/c2ccc(Cl)cc2)NC(=O)c2ccccc2)CC1	-1	-4	-1	i	1	0	1.3	5	i	2
Cc1ccc(S(=O)(=O)N2CCN(Cc3csc(C)n3)CC2)cc1	1	2	0	i	1	-2	-1.5	-7	i	3

Shown as a hit in Rin1-Abl PPI inh (from the list above):
compound | CSN inh | SUMO1 PPI mod | Rpn11 block | Rin1-Abl PPI inh | NadD inh | LMPTP block | Scp-1 inhibitor | Neddyl block | DNMT1 block
CN(CCc1ccccc1)C(=O)c1ccc(NC(=O)Cc2cccc(NC(=O)C3CCN(C(=O)C4CCCC4)CC3)c2)cc1 | 5 | 3 | i | 12* | 4 | 0.3 | 0 | i | -2

Screening data as filed in PubChem.
